# DAX1 inh-1: DAX1 (NR0B1) inhibitors on StAR promoter, primary screen, cell-based, luminescence, SF-1 (NR5A1), full-length DAX-1; inhibition, % at 6.8 µM; 1.1% of 370,000 active; AID 652010, 2013; HEK293T StAR-luciferase reporter, SF-1/DAX-1 repression relief;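 active means inhibition above the mean over all tested compounds plus 3 SD, cut at about 3.6% in these data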;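 further: 0% = DAX-1 cells with DMSO and 100% = cells lacking DAX-1 with DMSO; higher inhibition means more luminescence from relief of DAX-1 repression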
# DAX1 inh-2: DAX1 (NR0B1) inhibitors, primary screen, cell-based, HEK293, Gal4-DAX1, luciferase luminescence | HEK293 Gal4-DAX1 luciferase reporter | inhibition, % at 6.75 µM | AID 504766, 2011 | 0.99% of 340,000 active;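 active means inhibition above the mean over all tested compounds plus 3 SD, cut at about 4.2% in these data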;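 further: 0% = DAX1-transfected cells with DMSO and 100% = empty-vector control cells with DMSO; inhibition shows as a rise in luminescence from relieved DAX1 repression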
# Target sequence (P51843 207-470 limits assumed): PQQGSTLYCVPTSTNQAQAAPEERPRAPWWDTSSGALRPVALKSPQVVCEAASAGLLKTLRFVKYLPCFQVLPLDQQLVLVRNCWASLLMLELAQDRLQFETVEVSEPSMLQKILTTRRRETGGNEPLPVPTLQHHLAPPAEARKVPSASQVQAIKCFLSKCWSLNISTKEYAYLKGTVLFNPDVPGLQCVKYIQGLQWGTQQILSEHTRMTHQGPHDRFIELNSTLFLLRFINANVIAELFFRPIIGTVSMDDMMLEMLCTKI
# ssDAF12 agonist: S. stercoralis DAF-12 nuclear receptor activators, primary screen, cell-based, luminescence, HEK293, GRIP1 co-expression, lit1-tk-luc. Nuclear hormone receptor DAF-12 (Strongyloides stercoralis). 1% of 370,000 active. HEK293 ssDAF-12/GRIP1 lit1-tk-luc reporter; % of 3 µM dafachronic acid response. activation, % at 6.8 µM;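 active means activation above the mean over all tested compounds plus 3 SD, cut at about 0.9% in these data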;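 further: 0% = DMSO-only wells and 100% = 3 µM delta7-dafachronic acid wells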
# hgDAF12 agonist: H. glycines DAF-12 receptor agonists, primary screen, cell-based, luminescence, HEK293, GAL4 fusion, UAS-luciferase | Nuclear hormone receptor DAF-12 (Heterodera glycines), GAL4 fusion | HEK293 GAL4-hgDAF12 UAS-luciferase reporter, agonist luminescence; normalized to butyrate control | activation, % at 6.8 µM | 1.8% of 370,000 active | AID 687014, 2013;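 active means activation above a cutoff set at the mean of all screened compounds plus 3 SD, cut at about 10% in these data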;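 further: 0% = DMSO wells and 100% = sodium butyrate wells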
# SMARCA2 activ: SMARCA2 (BRM) function activators, primary screen, cell-based, luminescence, high throughput | MG213 cells, MMTV-luciferase reporter, dexamethasone, overnight | activation, % at 9.1 µM | 1% of 370,000 active; in the data active means activation above about 7.8%;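 further: 0% = vehicle wells and 100% = reference activator wells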
# ADAM17 inh: ADAM17 inhibitors, primary screen, biochemical, QFRET | Disintegrin and metalloproteinase domain-containing protein 17 (Homo sapiens), P78536 | recombinant ADAM17, EDANS/DABCYL FRET peptide cleavage | inhibition, % at 6.95 µM | 0.83% of 370,000 active | AID 720648, 2013;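 active means inhibition above the mean of compounds lying between control limits plus 3 SD, set per campaign, cut at about 8.5% in these data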;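 further: 0% = DMSO-only wells as the low control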
# MBD2 inh: inhibitors of MBD2 binding to methylated DNA, primary screen, biochemical, TR-FRET, DNA-binding domain, human; inhibition, % at 4.4 µM; Methyl-CpG-binding domain protein 2 (Homo sapiens), Q9UBB5; AID 686964, 2013; 0.31% of 370,000 active; MBD2 binding to methylated oligonucleotide; in the data active means inhibition above about 13%
# PLC-gamma1 inh: PLC-gamma1 enzyme inhibitors, primary screen, biochemical, fluorescence, purified enzyme. 0.84% of 370,000 active. fluorogenic substrate. AID 720700, 2013. inhibition, % at 12.2 µM; in the data active means inhibition above about 9.5%
# Rev-erbA mod: modulators of Rev-erb alpha DNA binding, primary screen, biochemical, FITC-DNA, fluorescence polarization, uHTS; Rev-erbα–FITC-DNA binding, 90 min; activity, % at 10 µM; 0.79% of 370,000 active; AID 1259318, 2017;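 active means activity above about 14%, limit read from the data; passing the limit was not always enough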;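 further: 0% = DMSO wells with 35 nM protein and 100% = DMSO wells with 750 nM protein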
# Target sequence (P20393 whole entry, looked up): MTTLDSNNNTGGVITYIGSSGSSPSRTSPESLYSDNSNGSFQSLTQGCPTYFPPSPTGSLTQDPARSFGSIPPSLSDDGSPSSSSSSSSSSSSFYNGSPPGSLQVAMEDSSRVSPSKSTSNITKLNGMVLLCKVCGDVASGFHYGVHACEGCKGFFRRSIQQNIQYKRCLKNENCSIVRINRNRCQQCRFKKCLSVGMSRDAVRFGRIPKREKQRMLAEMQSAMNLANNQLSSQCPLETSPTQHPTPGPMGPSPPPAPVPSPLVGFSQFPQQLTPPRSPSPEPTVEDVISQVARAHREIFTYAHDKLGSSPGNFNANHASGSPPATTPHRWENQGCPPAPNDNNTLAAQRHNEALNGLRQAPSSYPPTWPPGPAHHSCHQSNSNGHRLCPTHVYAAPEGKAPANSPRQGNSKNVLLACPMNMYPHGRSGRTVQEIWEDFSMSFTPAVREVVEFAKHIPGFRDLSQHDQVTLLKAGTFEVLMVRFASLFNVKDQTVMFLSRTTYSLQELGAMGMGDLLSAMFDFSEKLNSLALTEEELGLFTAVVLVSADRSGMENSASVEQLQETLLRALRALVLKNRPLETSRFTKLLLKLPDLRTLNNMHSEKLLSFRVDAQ
# hcDAF12 agonist: H. contortus DAF-12 nuclear receptor activators, primary screen, cell-based, luminescence, HEK293, lit1-tk-luc reporter. HEK293 hcDAF-12 lit1-tk-luc reporter; 0% DMSO, 100% Δ7-dafachronic acid. activation, % at 6.8 µM. 1.4% of 370,000 active. AID 652067, 2013;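 active means activation above the mean of all tested compounds plus 3 SD, cut at about 5.5% in these data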;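 further: 100% = response to 3 µM Δ7-dafachronic acid high control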
# PLC-beta3 inh: human PLC-beta3 inhibitors, primary screen, biochemical, fluorescence; 1-phosphatidylinositol 4,5-bisphosphate phosphodiesterase beta-3 (Homo sapiens), Q01970; Purified PLC-beta3, fluorogenic substrate; inhibition, % at 12.2 µM; 0.18% of 370,000 active; AID 720704, 2013; in the data active means inhibition above about 11%;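 further: 0% = median of compound wells on plate and 100% = full blocker control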
# Numbers without * were called inactive; i = inactive; nt = not tested or not shown.
SMILES,DAX1 inh-1,DAX1 inh-2,ssDAF12 agonist,hgDAF12 agonist,SMARCA2 activ,ADAM17 inh,MBD2 inh,PLC-gamma1 inh,Rev-erbA mod,hcDAF12 agonist,PLC-beta3 inh
O=C(Nc1ccc(F)cc1F)NC1CCCc2ccccc21 (centres undefined),-1.6,0.9,-0.5,1.2,5.2,-4.3,0.8,6.4,-1.8,-2.7,-5.1
CCOc1ccc(C(CC(=O)O)NC(=O)Cc2ccccc2)cc1OC (centres undefined),0.2,1.7,-0.5,-1.1,-3.1,-2.1,2.8,2.0,9.4,-0.3,-1.5
CC(=O)c1cn(-c2ccc(Cl)cc2)c(=O)n(Cc2ccc(Br)cc2)c1=O,-0.2,2.6,-0.3,-0.5,2.6,-3.3,0.1,-1.5,3.6,-1.9,-1.4
Fc1ccccc1CN1CCCC(NC2CCC2)C1 (centres undefined),-0.3,-0.3,-0.7,-1.5,1.5,-1.5,2.6,0.1,-6.0,-0.3,-1.8
Cc1[nH][nH]c(=O)c1N=Nc1ccccc1,-0.8,0.5,-1.1,-1.8,-1.8,3.1,-19.1,8.2,4.7,-1.8,8.1
COc1ccccc1-c1cc(N)n(S(=O)(=O)c2ccc(F)c(C)c2)n1,-0.4,0.7,-1.6,0.2,-0.5,3.2,-7.3,2.4,-1.5,-2.0,-1.0
Cc1ccc(-c2nnn(CC(=O)N(CC(=O)NC3CCCC3)c3ccc(F)c(Cl)c3)n2)o1,0.1,0.9,-0.8,-0.9,0.4,-4.4,1.7,-0.7,-4.5,-2.0,1.2
COc1ccc(S(=O)(=O)N2CCSCC2)cc1,-0.2,-0.1,-1.5,-3.5,2.8,-2.7,6.0,-4.2,-4.2,-1.4,-1.5
Cc1cc(C)n(C(N)=NC(=O)c2ccc([N+](=O)[O-])cc2)n1,0.2,-0.5,-0.7,-0.1,0.5,-5.1,5.7,-1.9,0.4,0.4,-7.4
Cc1ccc(NC(=O)c2ccccc2SCC(=O)N2CCCC2)cc1S(=O)(=O)N(C)C,-0.1,0.0,-1.3,-1.9,-2.0,-4.2,-0.7,-2.1,-5.8,-0.3,-7.2
Nc1nc(/C=C/c2cccnc2)nc(-c2ccccc2O)n1,-1.5,-1.4,-1.6,-1.4,1.9,-3.2,-6.2,1.9,-5.3,-1.1,-3.7
O=C(NCCc1csc(-c2ccc(C(F)(F)F)cc2)n1)c1cccs1,-0.3,-0.4,-1.2,-0.5,-1.1,-1.6,1.6,-0.3,0.5,-2.4,-4.4
CCc1ccc(C2CC3C(CN2S(=O)(=O)c2ccc(C)cc2)C(=O)CC(c2ccc(CC)cc2)N3S(=O)(=O)c2ccc(C)cc2)cc1 (centres undefined),0.3,nt,-0.5,-1.1,-2.5,-1.7,3.0,1.4,0.1,-1.5,0.9
CC(C)CNc1nc(Oc2ccc(=O)n(C)n2)nc(N2CCOCC2)n1,0.9,0.4,-0.9,0.1,-0.6,-3.3,-1.4,0.6,-4.8,-0.4,1.0
CCCN1C(=O)/C(=C/c2ccc(C)s2)SC1=Nc1ccc(OC)cc1,0.9,1.8,-1.1,-2.2,0.0,-3.2,-5.1,1.1,0.8,0.6,1.2
Cc1c(C(=O)N(CCC#N)c2ccccc2)sc2nc3n(c(=O)c12)CCCC3,0.1,0.1,-0.9,-1.1,-2.9,-2.8,-0.1,2.7,0.1,-1.2,-4.3
CC(C)c1nnc2n1N=C(c1ccc(Cl)cc1)CS2,-0.5,-0.1,-1.6,-5.8,-0.5,-4.2,3.4,0.4,5.1,-1.5,-0.6
COc1ccc(Cl)cc1S(=O)(=O)NC(C)C(=O)NCc1cccnc1 (centres undefined),0.0,0.4,-0.8,-0.1,-1.5,-3.2,0.3,1.2,2.7,-2.1,-6.6
CC(=O)NC(=S)Nc1ccc([N+](=O)[O-])cc1C,-0.7,1.2,-1.1,1.6,-2.7,-2.6,3.8,1.0,nt,-0.1,-5.4
Cc1cc(C)nc(NC(=O)c2ccc(Cl)c(Cl)c2)n1,0.1,-0.9,-1.3,-0.2,-1.6,-2.4,-3.3,0.3,0.0,-0.4,1.8
CC(C)CNC(=O)CCCSc1nc2ccccc2[nH]1,0.3,-2.5,-0.9,-0.3,1.6,1.4,-2.6,-0.2,-3.2,-0.1,-1.5
COc1ccc(NC(=O)Cn2c(=O)n(CC(=O)NCc3ccco3)c(=O)c3ccccc32)cc1OC,-0.3,0.5,-0.8,-0.4,3.4,-3.1,2.4,6.1,-0.7,-3.0,3.0
COc1cccc(CNc2ccc3c(c2)nc(C)n3C)c1OC,0.2,2.2,-0.3,2.8,1.9,-7.3,-3.0,-41.5,-2.7,2.3,-63.3
Cc1ccc(S(=O)(=O)NCC(=O)OC(C)C(=O)Nc2ncc(Cl)cc2Cl)cc1 (centres undefined),-0.2,0.0,-1.2,0.3,-4.7,-8.7,-4.5,0.4,-1.5,-0.1,-6.9
O=C(COC(=O)c1c[nH]c(=O)[nH]c1=O)Nc1ccccc1,-0.2,1.6,-1.6,1.1,-1.2,-3.1,-0.9,5.2,-2.5,-2.0,-6.3
SMILES,DAX1 inh-1,DAX1 inh-2,ssDAF12 agonist,hgDAF12 agonist,SMARCA2 activ,ADAM17 inh,MBD2 inh,PLC-gamma1 inh,Rev-erbA mod,hcDAF12 agonist,PLC-beta3 inh
CCOC(=O)C1=C[C@@H](C(C)(C)C)N(S(=O)(=O)c2ccc(C)cc2)[C@H]1c1cccc2ccccc12,-1.9,nt,-1.2,-1.3,-2.5,-0.6,1.2,1.0,2.7,-1.5,5.0
CCCNC(=O)Cc1c(C)oc2ccccc12,-0.1,-0.1,-1.1,-1.8,-2.7,-3.6,-1.8,2.2,4.3,0.8,-5.7
CCCc1cc2c(cc1NC(=O)Cc1ccccc1)OCO2,-0.8,0.1,-1.4,-3.1,-2.4,-7.1,1.4,-0.6,-0.5,-1.9,-1.0
O=C(Nc1ccc(-c2nc3ncccc3o2)cc1)c1ccc([N+](=O)[O-])o1,-0.9,0.0,-1.2,3.1,-0.3,-10.7,-2.1,-4.3,-24.6,-1.0,-8.6
Cc1ccc(C(=O)OCC(=O)Nc2c(C)n(C)n(-c3ccccc3)c2=O)cc1[N+](=O)[O-],-0.4,0.1,-0.5,0.1,-2.2,0.0,-4.4,-0.3,6.4,-1.1,4.5
Cc1nnsc1C(=O)NC1CCCc2c1cnn2-c1ccc(C(C)(C)C)cc1 (centres undefined),-4.5,-2.5,-2.0,-7.0,-4.9,4.4,-3.0,1.5,2.1,-4.2,-5.2
Cc1ccc(C(=O)NCc2ccc3c(c2)OCO3)cc1Cl,-0.1,0.5,-0.8,2.6,2.6,-2.2,-2.2,2.3,4.8,-0.7,-1.1
Cn1c(=O)cc(OCCCC(=O)N2CCN(Cc3ccc4c(c3)OCO4)CC2)c2ccccc21,-0.7,-0.3,-1.4,-1.8,3.3,-1.3,-4.9,2.1,-3.7,-0.3,-0.3
CC1NC(=O)COC1c1ccccc1 (centres undefined),-0.7,0.4,-0.9,-0.6,1.0,-2.2,-3.7,-0.9,-0.8,-0.4,4.0
CC(=O)Nc1ccc(N/C=C/C(=O)c2ccccc2)cc1,1.1,1.8,-0.4,6.3,6.9,1.3,0.8,-15.1,-0.8,0.6,-24.7
Cc1cc(C)cc(NS(=O)(=O)c2c(C(=O)N3CCCCCC3)c(C)n(C)c2C)c1,-0.2,-0.3,-1.0,1.8,0.4,-3.6,1.4,0.2,-5.8,-3.5,-4.0
Cc1cc(C(=O)N/N=C/c2ccco2)c2ccccc2n1,0.2,0.8,-1.4,0.5,0.8,-2.1,1.0,-2.5,0.0,-2.0,0.2
CC(C)CN(C(=O)CSc1nc(N)cc(N)n1)C1CCS(=O)(=O)C1 (centres undefined),-0.8,0.2,-0.9,-0.8,-0.3,-2.8,-7.3,0.2,-1.6,-1.3,0.2
CCn1c(=O)c2cc(C(=O)NCCCOC)sc2c2ccccc21,-0.5,-0.7,-1.1,-1.2,-1.8,-92.8,0.3,-19.4,0.7,-1.0,-30.4
CC(=O)C1=C(c2cccc([N+](=O)[O-])c2)N(C(C)=O)n2c(C)nnc2S1,-1.7,-1.0,-0.8,-3.5,2.7,-4.7,1.7,1.0,1.4,-0.1,0.0
COC(=O)c1[nH]c2cccc(C)c2c1NC(=O)CN1CCCc2ccccc21,-0.3,0.5,-0.1,-2.6,-1.2,1.1,-3.5,-15.2,-0.5,2.2,-10.2
Cc1c(Br)c(=O)[nH]c(=O)n1COCc1ccccc1,-0.5,0.3,-0.4,-1.1,2.3,-3.0,4.6,3.4,5.1,-1.4,2.8
COc1ccc2nc3oc(C(=O)N4CCC(C(N)=O)CC4)cc3cc2c1,0.3,1.5,-0.9,0.9,6.5,-215.2,-10.0,i,1.4,-1.9,i
CCC1(C)Cc2c(sc3nc(SCC(=O)c4ccccc4)[nH]c(=O)c23)CO1 (centres undefined),0.3,-0.5,-1.7,1.0,-1.2,-5.5,0.8,1.4,6.2,-0.7,-8.6
COC(=O)[C@@]1(C)[C@H]2C(=O)N(C)C(=O)[C@H]2[C@H]2CN=C(SCc3ccc(C#N)cc3)N21,0.2,-0.9,-0.7,-1.0,-2.6,-2.7,-1.7,-1.6,1.6,0.8,0.3
CCOc1ccc(NC(=O)CN2C(=O)COc3ccc(Cl)cc32)cc1,-2.5,1.9,-1.0,-0.9,-1.4,1.2,-5.1,-0.3,-7.2,0.0,6.6
O=C(CCC1CCCN(C(=O)c2cc(C3CC3)[nH]n2)C1)N1CCN(c2ccccn2)CC1 (centres undefined),-0.8,-0.4,-0.9,-2.5,-3.7,-4.5,5.5,0.2,2.0,-1.5,-0.7

# Single records, from the list above:
# Entry for CCC1(C)Cc2c(sc3nc(SCC(=O)c4ccccc4)[nH]c(=O)c23)CO1 (centres undefined) = DAX1 inh-1 = 0.3; DAX1 inh-2 = -0.5; ssDAF12 agonist = -1.7; hgDAF12 agonist = 1.0; SMARCA2 activ = -1.2; ADAM17 inh = -5.5; MBD2 inh = 0.8; PLC-gamma1 inh = 1.4; Rev-erbA mod = 6.2; hcDAF12 agonist = -0.7; PLC-beta3 inh = -8.6
# Entry for CCCc1cc2c(cc1NC(=O)Cc1ccccc1)OCO2 = DAX1 inh-1 = -0.8; DAX1 inh-2 = 0.1; ssDAF12 agonist = -1.4; hgDAF12 agonist = -3.1; SMARCA2 activ = -2.4; ADAM17 inh = -7.1; MBD2 inh = 1.4; PLC-gamma1 inh = -0.6; Rev-erbA mod = -0.5; hcDAF12 agonist = -1.9; PLC-beta3 inh = -1.0

# Assay outcomes deposited in PubChem BioAssay by several laboratories.
